Screens deposited in PubChem BioAssay by The Scripps Research Institute Molecular Screening Center.
ADAM17 inh: inhibitors of human ADAM17 | P78536 | recombinant ADAM17, EDANS/DABCYL FRET peptide cleavage | inhibition, % at 6.95 µM | 0.83% of 370,000 active | AID 720648;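 active means inhibition above the mean of compounds lying between control limits plus 3 SD, set per campaign, cut at about 8.5% in these data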;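 further: 0% = DMSO-only wells as the low control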
Target sequence (P78536 215-824 limits assumed): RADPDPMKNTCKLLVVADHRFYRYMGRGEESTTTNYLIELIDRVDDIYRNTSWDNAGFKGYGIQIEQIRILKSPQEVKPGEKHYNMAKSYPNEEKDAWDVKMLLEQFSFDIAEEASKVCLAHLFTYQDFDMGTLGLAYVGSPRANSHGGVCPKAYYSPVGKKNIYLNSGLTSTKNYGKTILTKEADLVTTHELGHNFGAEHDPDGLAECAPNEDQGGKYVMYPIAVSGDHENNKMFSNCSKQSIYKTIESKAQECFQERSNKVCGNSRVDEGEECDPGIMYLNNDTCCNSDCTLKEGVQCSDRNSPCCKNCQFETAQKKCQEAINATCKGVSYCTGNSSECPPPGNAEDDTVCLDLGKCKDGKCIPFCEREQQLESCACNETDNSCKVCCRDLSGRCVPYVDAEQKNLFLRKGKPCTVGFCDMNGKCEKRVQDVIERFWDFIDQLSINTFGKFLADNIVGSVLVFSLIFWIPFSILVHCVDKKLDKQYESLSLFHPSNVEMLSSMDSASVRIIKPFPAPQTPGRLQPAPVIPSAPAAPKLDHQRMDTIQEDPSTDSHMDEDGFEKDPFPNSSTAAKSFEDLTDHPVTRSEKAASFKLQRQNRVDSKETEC
ASAP1 inh: inhibitors of human ASAP1 ArfGAP activity | 0.19% of 360,000 active | Q9ULH1 | inhibition, % at 16.5 µM | ASAP1-stimulated ARF1 GTP hydrolysis, GDP FP detection; in the data active means inhibition above about 25%;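 further: 0% = vehicle with enzyme and substrate and 100% = no enzyme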
Target sequence (Q9ULH1 325-724 limits assumed): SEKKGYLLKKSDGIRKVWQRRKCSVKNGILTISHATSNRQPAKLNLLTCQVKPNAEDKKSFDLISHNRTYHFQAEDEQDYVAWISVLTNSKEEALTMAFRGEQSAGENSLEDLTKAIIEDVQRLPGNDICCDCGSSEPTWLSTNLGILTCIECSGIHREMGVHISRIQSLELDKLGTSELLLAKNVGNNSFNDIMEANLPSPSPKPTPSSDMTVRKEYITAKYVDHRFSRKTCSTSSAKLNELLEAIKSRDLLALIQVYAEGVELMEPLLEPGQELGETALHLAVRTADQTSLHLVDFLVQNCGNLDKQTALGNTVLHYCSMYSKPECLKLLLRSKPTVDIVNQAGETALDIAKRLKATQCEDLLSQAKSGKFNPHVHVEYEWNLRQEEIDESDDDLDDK
DDE Tn6 FP inh: DD(E)-Tn6 binding inhibition, primary FP screen; P02675; Fibrin DD(E) TRITC-Tn6 fluorescence polarization displacement; inhibition, % at 8.3 µM; 0.21% of 370,000 active;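 active means inhibition above a per-campaign cutoff: mean of compounds within control limits plus 3 SD, cut at about 15% in these data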;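 further: 0% = median of all compound wells on the plate and 100% = blocking peptide control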
TDP2 inh: blocks human TDP2 phosphodiesterase activity. O95551. recombinant TDP2, T5PNP hydrolysis, p-nitrophenol absorbance 415 nm. inhibition, % at 12.8 µM. 0.34% of 370,000 active. AID 720702;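 active means inhibition above the mean of all tested compounds plus 3 SD, set per campaign, cut at about 25% in these data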;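 further: 0% = DMSO with enzyme and 100% = buffer with substrate but no TDP2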
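System: recombinant human TDP2 / Amount: 120 nM TDP2 per well / Also added: 5 mM T5PNP chromogenic substrate / Doses: 12.8 µM single point, 1% DMSO / Incubation: 2 h at 37 °C / Detection: p-Nitrophenol epi absorbance / Evaluation: % inhibition relative to enzyme-containing and enzyme-free wells / Repeats: singlicate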
ADAM10 inh: inhibitors of human ADAM10; O14672; recombinant ADAM10, EDANS/DABCYL FRET peptide cleavage, 3 h; inhibition, % at 7 µM; 0.62% of 370,000 active;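 active means inhibition above a per-campaign cutoff equal to the mean of compounds falling between control-based bounds plus 3 SD, cut at about 20% in these data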;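 further: 0% = DMSO wells while the 100% control is not disclosed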
proKLK7 act: activates the human kallikrein-7 zymogen; P49862; purified proKLK7, EDANS-DABCYL substrate fluorescence; 100% is mature enzyme control, 0% vehicle; activation, % at 7 µM; 0.9% of 370,000 active;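 active means activation above the mean of all tested compounds plus 3 SD, computed per campaign excluding outliers beyond control limits, cut at about 13% in these data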
Tn7 DDE FP: inhibitors of Tn7 peptide binding to human fibrin DD(E) | P02675 | FP displacement of FITC-Tn7 peptide from fibrin DD(E); 0% = median of compound wells per plate | inhibition, % at 8.3 µM | 0.13% of 370,000 active | AID 720508;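 active means inhibition above the mean of compounds falling within the control limits plus 3 SD of them, cut at about 14% in these data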;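 further: 0% = plate median of compound wells and 100% = 10 µM Aha-Tn7 peptide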
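Assay system: human fibrin DD(E). Input: DD(E) 2 µM final. Medium: Tris buffer with calcium and detergent, pH 7.8. Compound dosing: single point at 8.3 µM. Timing: 10 min plus 3 h, room temperature. Technique: fluorescence polarization of the labelled Tn7 tracer. Read-out: percent inhibition. Replicates: singlicate testing.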
LEDGF integ inh: blocks HIV-1 LEDGF/p75-dependent DNA integration; TR-FRET IN-LEDGF/p75 DNA integration, Eu/Cy5; inhibition, % at 3.7 µM; 0.64% of 370,000 active;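 active means inhibition above the screen-wide mean plus 3 SD, cut at about 13% in these data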;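 further: signal is the Cy5 over europium emission ratio at 671 and 618 nm; 0% = plate median of compound wells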
PLCg1 inh: PLC-gamma1 (human) inhibition, primary screen; P19174; purified PLC-gamma1, fluorogenic substrate, fluorescence; inhibition, % at 12.2 µM; 0.84% of 370,000 active; AID 720700; in the data active means inhibition above about 9.5%
ARFGAP1 inh: inhibits rat ARF GTPase activating protein 1; Q62848; Arfgap1-stimulated ARF1 GTP hydrolysis, GDP FP detection; AID 651572; inhibition, % at 16.5 µM; 0.26% of 360,000 active;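 active means inhibition above a per-plate limit, mean inhibition of low control wells plus 3 SD, cut at about 25% in these data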;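 further: 0% = DMSO wells with enzyme and 100% = wells lacking Arfgap1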
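Assay system: purified rat His6-Arfgap1 residues 1-136 (GAP domain); Reagent: human Δ17 ARF1 bound to GTP; Dosing: 16.5 µM single point, 1.26% DMSO; Times: GTP hydrolysis reaction 2 h at 25 °C; Signal: FP, GDP Alexa 633 tracer displaced from anti-GDP antibody, 620/688 nm; Measure: % inhibition from polarization.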
* = called active by the depositor; x = no result given.

SMILES	ADAM17 inh	ASAP1 inh	DDE Tn6 FP inh	TDP2 inh	ADAM10 inh	proKLK7 act	Tn7 DDE FP	LEDGF integ inh	PLCg1 inh	ARFGAP1 inh
CCN(CC)S(=O)(=O)c1ccc2[nH]cc(C(=O)NCCCN3CCCCC3)c(=O)c2c1	-50	-3	-1	-13	-201	-9.1	4	7	-3	-8
COc1cc(COCC(O)CN2CCOCC2)cc(OC)c1OC (stereo unspecified)	-1	8	5	2	-2	0.1	-4	0	2	-7
C/C(=N\NC(=O)c1ccoc1C)c1ccccc1	-3	5	5	-6	-2	-0.3	6	1	-2	9
O=C(O)c1ccc2c(c1)OCCCO2	2	10	4	13	4	0.6	-11	5	3	-2
COc1cc(/C=N/N2CCN(Cc3ccccc3)CC2)cc(OC)c1OC	-3	-6	-5	5	-12	0.9	0	-3	-1	-8
Brc1ccccc1-c1nnc(SCc2nc3ccccc3s2)o1	-3	4	-6	-2	0	-0.4	10	-5	-6	0
CCn1c(SCC(=O)Nc2ccc3c(c2)OCO3)nnc1C1CC1	1	-4	0	1	-2	-0.5	5	2	-2	-3
CCOC(=O)[C@]12CCCC=C1N(Cc1ccc3c(c1)OCO3)C(=O)[C@H](CC(=O)NCCCCc1ccccc1)C2	5	1	3	8	7	0.8	6	1	2	-9
Cc1ccc(C(C)(C)C)cc1S(=O)(=O)N1CC(=O)Nc2ccccc21	0	5	7	-9	6	1.2	-2	0	-6	-6
CCCn1c(=O)[nH]c(=O)c2c1nc(-c1cc([N+](=O)[O-])ccc1Cl)n2CCOC	-1	-1	7	-13	-4	-0.1	3	-6	0	5
O=C(Cn1cnc2ccccc21)N/N=C/c1cccs1	-2	3	-1	-1	-5	-0.1	-2	3	1	-6
COC(=O)c1c(NC(=O)c2ccc(S(=O)(=O)N3CCOCC3)cc2)sc2c1CCN(C)C2	6	-1	-8	-12	5	-12	-8	-1	-84	6
CC(=O)Nc1cccc(-c2csc(Nc3ncccn3)n2)c1	-3	0	1	12	1	0.0	-3	1	-2	-4
O=C(NC1CCCC1)C1c2ccccc2OCC(=O)N1CCc1c[nH]c2ccccc12 (stereo unspecified)	-3	2	-5	-2	-6	0.2	1	-4	-2	7
COc1ccc(NC(=O)c2cc([N+](=O)[O-])ccc2N2CCN(C)CC2)cc1	-2	5	-8	1	15	0.0	-4	1	6	5
NS(=O)(=O)c1ccc(CCNc2ncnc3c2c(-c2ccccc2)cn3-c2ccc(F)cc2)cc1	7	9	-1	5	19	0.1	5	-1	2	7
COc1cccc(C2=NN(S(C)(=O)=O)C(c3cccs3)C2)c1 (stereo unspecified)	0	4	-1	2	-4	-0.2	-6	0	4	5
COc1ccc(N(CC(=O)NCCC2=CCCCC2)S(=O)(=O)c2ccccc2)cc1	-7	-13	-1	-7	0	0.5	-4	-2	-1	-9
COc1ccccc1NS(=O)(=O)c1ccc(C(=O)NCCCN2CCOCC2)cc1	-4	9	-2	1	4	-0.1	-6	2	-22	6
COc1ccccc1C(=O)NC(=O)COC(=O)CCS(=O)(=O)c1ccc(C)cc1	-4	-2	-8	-7	6	-0.1	3	2	3	10
O=C1NC(Cc2ccccc2)c2nc3cc(Cl)ccc3c(=O)n2-c2cc(Cl)ccc21 (stereo unspecified)	-5	6	0	-4	-1	0.1	2	1	-5	-18
CC(=O)Nc1ccc(NC(=O)COC(=O)/C=C/c2ccc3c(c2)OCO3)cc1	-17	-1	0	9	-103	-20	5	-2	-34	4
CNc1ncnc2c1cnn2C1CCCCO1 (stereo unspecified)	-2	-14	-1	6	-3	-0.2	-5	6	1	-4
Cc1nc2ccc(NS(=O)(=O)c3ccc(Br)cc3)cc2s1	3	4	2	-6	-12	-0.1	-7	-1	-13	5
O=C1c2ccccc2C(=O)N1c1nc(-c2cccs2)cs1	-3	-10	6	3	1	0.0	0	0	-2	-15
CN(C)C(=O)CN1C(=O)C2CC=C(Cl)CC2C1=O (stereo unspecified)	3	14	6	2	4	-0.1	7	-1	5	8
O=C(CN1C(=O)CCSc2ccccc21)Nc1ccc(F)cc1F	1	x	-7	5	-2	0.3	-2	-5	-1	x
CC(=O)c1ccc(OCC(O)CN(C)Cc2cccs2)cc1 (stereo unspecified)	7	18	2	-11	-4	-0.2	3	3	3	4
Cc1c(Cl)cnc(NC(=O)COC(=O)c2ccc3c(c2)OCO3)c1Cl	-4	0	-5	12	-11	0.0	-1	-1	-7	-1
O=S(=O)(/N=C(/Nc1ccccn1)c1ccc(Cl)cc1)c1ccc(Cl)cc1	-3	6	-1	3	-6	-0.1	0	0	-2	7

Look-ups from above:
PLCg1 inh, COc1ccccc1NS(=O)(=O)c1ccc(C(=O)NCCCN2CCOCC2)cc1 reads -22
ARFGAP1 inh, O=C1NC(Cc2ccccc2)c2nc3cc(Cl)ccc3c(=O)n2-c2cc(Cl)ccc21 (stereo unspecified) reads -18
proKLK7 act, CC(=O)Nc1ccc(NC(=O)COC(=O)/C=C/c2ccc3c(c2)OCO3)cc1 reads -20

Following part
SMILES	ADAM17 inh	ASAP1 inh	DDE Tn6 FP inh	TDP2 inh	ADAM10 inh	proKLK7 act	Tn7 DDE FP	LEDGF integ inh	PLCg1 inh	ARFGAP1 inh
N#Cc1cc([N+](=O)[O-])ccc1N1CCCC1	2	-7	0	-13	4	-0.1	4	-8	-1	3
OC1c2cc(Cl)ccc2-c2c(Cl)cc(Cl)cc21 (stereo unspecified)	1	-18	4	-6	2	-0.1	8	-2	0	-6
Nc1cc(=O)[nH]c(SCC(=O)NC2CCCc3ccccc32)n1 (stereo unspecified)	1	3	-5	15	5	0.1	6	9	-1	12
c1ccc2c(c1)OCc1nccn1-2	-1	3	-2	9	-12	-0.9	-2	-3	0	2
CSC[C@H]1CN(CCc2ccccc2)C(=O)[C@@H]1CC(=O)Nc1ccccc1	-3	-7	0	3	-5	0.2	-5	2	3	6
FC(F)(F)C1CC(c2cccs2)Nc2ncnn21 (stereo unspecified)	-1	-2	-1	9	3	-0.1	0	3	0	2
Clc1ccc(CSc2snnc2-c2ccccc2)cc1	2	-4	-1	6	8	-0.4	7	2	3	-2
Cc1cc(=O)oc2c(C)c(OC(C)C(=O)N3CC[C@@]4(O)CCCC[C@H]4C3)ccc12 (stereo partly specified)	-30	3	-9	-9	-101	-0.6	-5	4	-5	3
Cc1cc(C)c(NC(=O)c2cc(C(=O)O)ccc2C(=O)O)c([N+](=O)[O-])c1	0	-6	0	0	-1	0.0	-8	7	3	-1
O=C(N/N=C/c1ccc(O)cc1)Nc1cccc2nsnc12	-5	10	-15	13	-3	0.4	1	0	-30	15
OCCCCNCc1cc(Br)ccc1OCc1ccccc1	0	3	11	1	8	0.7	0	0	4	1
O=C(CN1C(=O)C2CC=CCC2C1=O)Nc1nc(-c2ccc(F)c(F)c2)cs1 (stereo unspecified)	-1	0	-5	0	1	-0.4	-6	-1	-2	-1
CC(=O)Nc1cccc(Oc2ncccc2[N+](=O)[O-])c1	-4	-1	-4	-6	10	0.4	-2	0	0	16
C[C@H]1O[C@H](C2CCCC2)CC2=C1C(=O)OC(C)(C)O2	-2	0	-2	4	-4	-0.1	-14	-3	-2	-3
CCOC(=O)CNc1nc(-c2ccncc2)nc2ccccc12	-4	12	0	4	-13	0.3	-1	3	-8	7
CC(C)CCNC(=O)C(c1ccco1)N(C(=O)Cn1nnc2ccccc21)c1ccc2c(c1)OCO2 (stereo unspecified)	-2	0	4	-6	-2	0.2	-2	0	2	-6
COc1ccccc1Cn1c(=S)[nH]c2cc(C(=O)NCCN3CCOCC3)ccc2c1=O	2	1	2	-12	-6	0.4	-7	2	1	-9
Cn1c(=O)c2nc(-c3ccc(Cl)cc3Cl)oc2c2ccccc21	-10	11	13	-9	-42	-1.4	7	-5	-5	-10
CCN(C(=O)CSc1nc2ccc(OC)cc2[nH]1)C1CCS(=O)(=O)C1 (stereo unspecified)	1	3	3	-9	0	0.2	2	-1	6	-4
Cc1ccc(Nc2nc(=O)c3cccnc3s2)cc1	8	-1	1	-1	11	-0.3	1	5	11*	8
COC(=O)CN1C(=O)C(C)(C)Oc2ccc(C(=O)Nc3cccc(OC)c3)cc21	2	-9	4	0	2	0.0	2	4	3	-3
CCCCOC(=O)Cn1c(=N)n(CCN(CC)CC)c2ccccc21	-3	6	2	-5	-4	0.1	-1	1	9	-9
CC(=O)NC(NC(=S)Nc1cccc(Br)c1)C(Cl)(Cl)Cl (stereo unspecified)	0	-2	4	-2	-3	-0.1	2	-1	2	6
COC(=O)c1ccc(NC(=S)N2CCN(C)CC2)cc1	-6	-5	0	-3	-8	-0.2	8	-2	1	3
CCOC(=O)c1c(N=CN(C)C)c(C#N)c2n1CCCC2	-4	3	1	-6	-5	0.3	-3	2	-1	-9
COc1ccc(NC(=O)C2CCN(C(=O)Nc3ccccc3)CC2)cc1S(=O)(=O)N(C)C	1	11	0	9	-11	0.5	-4	0	0	-2
COC(=O)c1ccc(CN2CCN(CCCc3ccccc3)C(CCO)C2)cc1 (stereo unspecified)	-7	1	-2	1	-6	-0.4	4	4	0	5
CC(=O)N1CCN(c2ccccc2NC(=O)c2ccco2)CC1	-2	-11	2	4	-1	0.4	8	-4	-2	-3
CCn1c(=S)sc2c(=O)n(-c3ccccc3)c(=S)[nH]c21	-3	-14	18*	6	6	0.3	4	5	-1	3
CCCc1cc(=O)[nH]c(SCC(=O)Nc2ccc3c(c2)CCC3)n1	-4	11	1	-6	-7	0.0	-6	-1	-2	6
Cc1cc(-n2ccnc2)n2c(nc3ccccc32)c1C#N	-104	-10	4	-4	-326	5.0	-6	5	-197	-4
O=C(NC1CC2CCC1C2)c1ccco1 (stereo unspecified)	-2	-17	6	-6	-1	-1.3	-2	-4	-23	12
Cc1ccc(C)c(NC(=O)CSc2nc(N)c(NC(=O)c3cccs3)c(=O)[nH]2)c1	-3	0	-2	7	0	-0.1	0	1	1	-15
COc1ccc(-c2cc(NC=O)c3ncc(-c4ccc(C(C)=O)cc4)n3c2)cc1OC	-8	45*	-5	-8	-43	-5.5	-9	2	-174	28*
O=C(CSc1n[nH]c(=O)[nH]c1=O)N/N=C/c1ccccc1O	-3	2	-4	-7	-5	-2.2	3	-6	-3	-3
C=CCSc1nnc(NC(=O)c2ccc(S(=O)(=O)NCC3CCCO3)cc2)s1 (stereo unspecified)	-2	4	4	-6	7	-0.2	7	-1	-7	-7

An excerpt from above, reduced to ADAM17 inh, ARFGAP1 inh and proKLK7 act.
| Compound | ADAM17 inh | ARFGAP1 inh | proKLK7 act |
| --- | --- | --- | --- |
| CC(=O)Nc1ccc(NC(=O)COC(=O)/C=C/c2ccc3c(c2)OCO3)cc1 | -17 | 4 | -20 |
| CNc1ncnc2c1cnn2C1CCCCO1 (stereo unspecified) | -2 | -4 | -0.2 |
